Screening results: PubChem BioAssay, National Center for Advancing Translational Sciences (NCATS)
BAZ2B block: qHTS Assay for Inhibitors of BAZ2B; AID 504333, 2011; AlphaScreen BAZ2B-H3K14Ac peptide displacement; Potency, µM (titrated, usually from 114 µM), inactives show top-dose activity change, negative = inhibition, hits mostly inhibitors; 4.4% of 360,000 active; further: nearly all actives have a fitted effect of over 60% in size
Target sequence (Q9UIF8 whole entry, looked up): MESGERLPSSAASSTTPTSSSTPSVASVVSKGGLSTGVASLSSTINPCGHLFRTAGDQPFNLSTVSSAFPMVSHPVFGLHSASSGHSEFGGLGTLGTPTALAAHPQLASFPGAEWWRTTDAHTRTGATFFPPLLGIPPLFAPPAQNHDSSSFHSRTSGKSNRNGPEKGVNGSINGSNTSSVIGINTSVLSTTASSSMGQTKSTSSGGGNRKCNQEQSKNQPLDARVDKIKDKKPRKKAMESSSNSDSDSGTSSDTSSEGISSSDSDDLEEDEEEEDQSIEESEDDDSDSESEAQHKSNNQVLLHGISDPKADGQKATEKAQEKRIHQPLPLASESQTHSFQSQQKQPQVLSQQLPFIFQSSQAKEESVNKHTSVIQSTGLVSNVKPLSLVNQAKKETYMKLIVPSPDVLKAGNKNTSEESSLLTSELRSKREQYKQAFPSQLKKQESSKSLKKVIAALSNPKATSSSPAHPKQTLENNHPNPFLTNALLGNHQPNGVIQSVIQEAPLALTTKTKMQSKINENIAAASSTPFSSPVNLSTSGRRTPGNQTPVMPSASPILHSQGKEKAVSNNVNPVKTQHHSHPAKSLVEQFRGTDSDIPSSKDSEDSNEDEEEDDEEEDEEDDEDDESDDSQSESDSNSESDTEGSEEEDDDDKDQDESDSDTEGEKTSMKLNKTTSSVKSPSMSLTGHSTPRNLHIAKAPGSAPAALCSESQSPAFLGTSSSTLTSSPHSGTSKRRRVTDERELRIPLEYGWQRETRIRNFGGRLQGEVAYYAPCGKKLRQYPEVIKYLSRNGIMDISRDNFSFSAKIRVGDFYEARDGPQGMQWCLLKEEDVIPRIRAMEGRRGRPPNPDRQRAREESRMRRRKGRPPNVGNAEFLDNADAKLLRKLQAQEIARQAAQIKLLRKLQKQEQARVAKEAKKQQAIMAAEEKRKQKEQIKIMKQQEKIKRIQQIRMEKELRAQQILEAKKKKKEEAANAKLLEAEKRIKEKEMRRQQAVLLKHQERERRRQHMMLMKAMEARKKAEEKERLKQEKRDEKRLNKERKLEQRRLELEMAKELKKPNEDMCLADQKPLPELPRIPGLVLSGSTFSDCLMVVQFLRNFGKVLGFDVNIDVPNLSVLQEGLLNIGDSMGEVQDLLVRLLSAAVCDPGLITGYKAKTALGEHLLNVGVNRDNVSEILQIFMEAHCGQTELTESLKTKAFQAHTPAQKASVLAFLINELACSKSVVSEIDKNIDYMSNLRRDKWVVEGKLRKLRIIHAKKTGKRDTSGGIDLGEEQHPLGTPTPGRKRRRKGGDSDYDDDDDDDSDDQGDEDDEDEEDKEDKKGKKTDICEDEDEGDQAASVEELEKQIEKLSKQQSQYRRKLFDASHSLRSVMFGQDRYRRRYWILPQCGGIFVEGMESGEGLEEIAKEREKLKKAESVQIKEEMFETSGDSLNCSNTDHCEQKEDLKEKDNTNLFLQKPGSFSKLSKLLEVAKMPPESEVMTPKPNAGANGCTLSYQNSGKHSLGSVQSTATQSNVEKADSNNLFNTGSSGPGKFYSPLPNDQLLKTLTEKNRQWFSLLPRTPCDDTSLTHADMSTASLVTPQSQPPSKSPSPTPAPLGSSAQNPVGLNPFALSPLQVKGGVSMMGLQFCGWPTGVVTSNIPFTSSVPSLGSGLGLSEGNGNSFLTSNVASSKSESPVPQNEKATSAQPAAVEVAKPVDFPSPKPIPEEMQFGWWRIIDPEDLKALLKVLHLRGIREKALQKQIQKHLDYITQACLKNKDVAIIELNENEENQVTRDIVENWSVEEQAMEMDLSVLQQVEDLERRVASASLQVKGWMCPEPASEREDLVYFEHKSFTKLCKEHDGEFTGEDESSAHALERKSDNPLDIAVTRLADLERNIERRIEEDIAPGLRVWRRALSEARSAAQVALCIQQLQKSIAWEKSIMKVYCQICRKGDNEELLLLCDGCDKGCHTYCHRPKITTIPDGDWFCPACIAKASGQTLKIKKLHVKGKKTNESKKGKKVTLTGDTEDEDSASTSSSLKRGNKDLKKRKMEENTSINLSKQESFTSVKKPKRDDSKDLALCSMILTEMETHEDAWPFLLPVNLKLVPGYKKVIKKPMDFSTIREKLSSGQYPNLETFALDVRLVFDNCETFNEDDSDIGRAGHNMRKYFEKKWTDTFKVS
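AlphaScreen displacement: compounds (up to 110uM) incubated 30 min at room temperature with a preformed 50 nM BAZ2B/50 nM biotinylated H3K14Ac peptide complex in PBS pH 7.4 with Tween-20. Donor and acceptor beads at 10 ug/mL final added, 20 min light-protected before reading.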
G9a block: qHTS Assay for Inhibitors of Histone Lysine Methyltransferase G9a. Histone-lysine N-methyltransferase EHMT2 (Homo sapiens), Q96KQ7. G9a H3K9 monomethylation, AlphaScreen, 2 h. Potency, µM (top dose mostly 102 µM), for the others: at the highest dose activity, negative = inhibition, actives largely listed as inhibitors. 8.8% of 350,000 active. AID 504332, 2011; further: nearly all actives have a fitted effect of over 75% in size
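Readings reflect AlphaScreen signal from monomethyl-H3K9 antibody detection. HMT at 20 nM; substrate b-H3K9 500 nM; cofactor SAM 20 uM; 2 h RT reaction; compounds tested as titrations in qHTS with 15 min preincubation.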
* = called active by the depositor; ? = inconclusive; [ ] = remark or other dose. The call rests on the fitted dose curve; in most records, active means well fitted inhibition curve with a large enough effect; inconclusive means small, poorly fitted or top-dose-only effect; inactive means no such curve, though single readings can be large or run the other way. On the % scale 0 is the no-effect control and ±100 the full control effect; potency means the concentration at half of the fitted maximal effect.

Structure	BAZ2B block	G9a block
CCCCCCN(C(=O)CCCCCN1C(=O)NC(c2ccc(-c3ccccc3)cc2)C(C(=O)OCc2ccccc2)=C1C)C(C(=O)NCCCC)c1cccc(C(=O)OC)c1 (centres undefined)	-5%	-17%[59 µM]
CC(C)(C)n1nc2c(c1NC(=O)Cc1cccs1)CSC2	-1%	?
Cc1ccc2nc3n(c(=O)c2c1)-c1ccc(Cl)cc1C(=O)NC3Cc1ccccc1 (centres undefined)	-3%	-4%[2.33 µM]
Cc1cccc(N(CC(=O)NCCSc2nc3ccccc3s2)S(=O)(=O)c2ccccc2)c1	9%	6%[59 µM]
COc1ccc(OCc2nnc(SCC(=O)c3c(N)n(C)c(=O)n(C)c3=O)n2-c2ccccc2F)cc1	5%	27%[59 µM]
Cc1ccc(S(=O)(=O)Nc2ccc(-c3nc4cc(NS(=O)(=O)c5ccc(C)cc5)ccc4o3)cc2)cc1	?	?
O=C(NC(=O)c1ccccc1)Nc1ccccn1	-2%	21%
Cc1sc2nc3n(c(=O)c2c1C)Cc1ccccc1-3	-4%	8%

Later entries
Structure	BAZ2B block	G9a block
O=C(CSc1nnc(-c2ccc(Cl)s2)o1)N1CCc2ccccc21	-6%	?
O=C(O)CCc1cc(I)c(Oc2ccc(O)c(I)c2)c(I)c1	?	-22%[59 µM]
O=C(O)/C(=C/c1ccco1)c1ccccc1	-11%	?
Cc1cccc(-n2c(N)cc(=O)nc2SC(C)C(=O)NC2CCCCC2)c1 (centres undefined)	0%	?
Cc1ccc2nc(NC3=NCN(C4CCCCC4)CN3)nc(C)c2c1	10%	-5%
Cc1cccc(N=Nc2c(C)[nH]n(C(N)=S)c2=O)c1C	?	?
Cc1cccc(N2CCN(C(=O)c3ccc4c(c3)NC(=O)C(CSCc3ccc(F)cc3)N4)CC2C)c1 (centres undefined)	-28%[57.1 µM]	14µM*
CCCCN1C(=O)/C(=C/C=C2\N(C)c3ccccc3C2(C)C)SC1=S	8.9µM*	?

The listing continues:
Structure	BAZ2B block	G9a block
COC(=O)Nc1nc2ccc(C(=O)c3ccc(F)cc3)cc2[nH]1	3%	18%[59 µM]
Cc1ccc(C)c(N2CCN(S(=O)(=O)c3ccc4c(c3)CCC(=O)N4)CC2)c1	-6%	-26%
Cc1ccc2nc(-c3ccccn3)cc(C(=O)NC3CCN(C)CC3)c2c1	8%	-1%[12.7 µM]
Nc1c2c(nc3ccc(Br)cc13)N(C1CCCCC1)CC2	16µM*	3.5µM*
Cc1c2c(nc3nc4ccccc4n13)CCCC2=O	4%	16%[59 µM]
CCN1C(=O)[C@H]2[C@H]3[C@H](O)[C@H](O)C/C(=N\OC[C@@H](C)[C@H](OCc4ccccc4)C(C)C)[C@@H]3CC[C@H]2C1=O	-15%	?
Cc1cccc(C(=O)Nc2ccc(C)c(OC(=O)c3cccc(C)c3)c2)c1	2%	8%[59 µM]
C#CCOCCOCCOCCNc1nc(N2CCN(C(=O)[C@H](CCC(=O)O)n3cc(C(N)Cc4ccc(O)cc4)nn3)CC2)nc(N2CCN(C(=O)[C@H](CCCCN)n3cc(C(N)[C@H](C)CC)nn3)CC2)n1 (some centres undefined)	79µM*	15%[12.7 µM]

Later entries:
Structure	BAZ2B block	G9a block
CCOc1cc(-c2ccc3c(c2)OCO3)cc(=O)c2c(C)oc(C)c12	?	?
COC(=O)[C@@H](N)Cc1ccc(O)cc1	7%	18%
Oc1ccc(COc2cccc3ccccc23)c2cccnc12	56µM*	?
O=C(Cc1ccc(Nc2nc(=S)[nH]c3ccccc23)cc1)NC1CCCCC1	-14%	26%
COc1cc(-c2nc(-c3ccc(-c4ccccc4)nc3OC)no2)cc(OC)c1OC	4%	20%[2.33 µM]
Cc1ccc(NC(=S)NC(=O)c2sc3ccccc3c2Cl)c(C(=O)O)c1	50µM*	45µM*
O=C1OCC2OC(O)C(O)C(O)C2OC(=O)c2cc(O)c(O)c(O)c2-c2c(O)c(O)c3oc(=O)c4c(c(O)c(O)c5oc(=O)c2c3c54)-c2c1cc(O)c(O)c2O (centres undefined)	0.71µM*	?
O=C(COC(=O)/C=C/c1ccc(Br)o1)Nc1ccc2[nH]c(=O)[nH]c2c1	?	35µM*

The list goes on:
Structure	BAZ2B block	G9a block
CCOC(=O)c1[nH]c(C)c(C(=O)O)c1C	0%	-10%
Cc1n[nH]c(=S)c2nn(-c3ccccc3)c(C)c12	11%[57.1 µM]	-7%
C=CCNC(=O)c1cc2c(=O)n3cc(C)ccc3nc2nc1NCC1CCCO1 (centres undefined)	-6%	28%[59 µM]
COc1ccc(C2c3c(ccc4ccccc34)Oc3ncn4nc(Cc5ccc(OC)c(OC)c5)nc4c32)cc1 (centres undefined)	-31%	6%[59 µM]
O=C(N/N=C/c1ccc2nccnc2c1)c1ccccc1O	-10%	16%
NCc1ccc(-c2nc3ccccc3o2)cc1	20%	28%
C=CCN1C(=O)N/C(=C/c2ccc(N3CCOCC3)o2)C1=O	1%	32µM*
COc1ccc(S(=O)(=O)N2CCCCCC2)cc1C(=O)OCC(=O)Nc1cc(C)on1	-8%	?

Later entries:
Structure	BAZ2B block	G9a block
Cc1ccc(S(=O)(=O)NN2C(=O)/C(=C/c3cccn3C)SC2=S)cc1	50µM*	45µM*
c1ccc(C2CCC(N3CCC(N4CCCCC4)CC3)CC2)cc1 (centres undefined)	-5%[57.1 µM]	-14%
COc1ccc2cc(CN(CC3COCCO3)S(=O)(=O)c3c(C)cc(C)cc3C)c(=O)[nH]c2c1 (centres undefined)	5%	-35%
Brc1cc2c(cc1/C=N/Nc1nc(N3CCCCC3)nc(N3CCCCC3)n1)OCO2	?	-35%[59 µM]
COc1ccc(CSc2nnc3n(C)c(=O)c4c5c(sc4n23)CCCC5)cc1	5%	-14%
CCn1c2ccccc2c2cc(NC(=O)Nc3ccc([N+](=O)[O-])cc3C)ccc21	?	-10%[59 µM]
CCCN1C(=O)/C(=c2\s/c(=C3\C=Cc4ccccc4N3CC)c(=O)n2-c2ccccc2)SC1=S	-2%	7%
CC(c1ccccc1)n1c(NCCCn2ccnc2)nc2c1c(=O)[nH]c(=O)n2C (centres undefined)	-4%	-13%[12.7 µM]

Whole records, quoted from the list. Screens in order: BAZ2B block, G9a block
Cc1ccc2nc(NC3=NCN(C4CCCCC4)CN3)nc(C)c2c1 in the list: 10%, -5%
Cc1ccc(C)c(N2CCN(S(=O)(=O)c3ccc4c(c3)CCC(=O)N4)CC2)c1 in the list: -6%, -26%
COc1cc(-c2nc(-c3ccc(-c4ccccc4)nc3OC)no2)cc(OC)c1OC in the list: 4%, 20%[2.33 µM]

Following part.
Structure	BAZ2B block	G9a block
CNC(=S)N(Cc1ccc(OC)cc1)C1CC(=O)N(c2ccc(C(=O)OC)cc2)C1=O (centres undefined)	12%	40µM*
Cc1ccc(S(=O)(=O)/C(C#N)=C/c2c(Oc3ccc(Cl)cc3)nc3c(C)cccn3c2=O)cc1	1%	13%[59 µM]
COc1cccc(-c2ccc3ncnc(NCc4cccc(F)c4)c3c2)c1	-20%	8%[12.7 µM]
O=c1[nH]c2cc3c(cc2cc1C(c1nnnn1CC1CCCO1)N1CCCCCC1)OCO3 (centres undefined)	-2%	?
COc1ccc(-n2c(=S)[nH]c3cc(C(=O)Nc4ccccc4OC)ccc3c2=O)cc1	-2%	25%
FC(F)(F)c1cccc(NC(=S)NNC(=S)Nc2cccc(C(F)(F)F)c2)c1	?	35µM*
O=C(NCc1ccc(F)cc1)c1cc2sccc2n1Cc1ccc(F)cc1	6%	-5%[59 µM]
CC(=O)c1ccc(N2CCN(C(=O)c3ccc4c(Cl)c5c(nc4c3)CCCC5)CC2)cc1	2%	-36%

The list continues:
Structure	BAZ2B block	G9a block
CC1CCCN(c2nc3c(c(=O)[nH]c(=O)n3C)n2CCSc2ncccn2)C1 (centres undefined)	-12%	-30%
CCOC(=O)c1cc(C(=O)Nc2ccc(S(=O)(=O)Nc3ccc(OC)cc3)cc2)nn1C	-23%	3%
COc1cccc(N2CCN(c3ncnc4c3[nH]c3ccccc34)CC2C)c1 (centres undefined)	?	?
CCn1cc(C(=O)NCc2ccc3c(c2)OCO3)c(=O)c2ccc(C)nc21	-8%	18%[59 µM]
CCN(CC)CCNc1ncnc2c1[nH]c1ccc(OC)cc12	-22%	?
COc1cccc(-c2nnc3sc(-c4ccc(C)cc4)nn23)c1	-6%	9%
CCn1c(SCC(=O)N/N=C/C=C/c2ccccc2[N+](=O)[O-])nnc1-c1ccc(Cl)cc1	-10%	-8%[59 µM]
CC(=O)NC(Cc1ccccc1C)C(=O)NC1CCN(c2ncccc2[N+](=O)[O-])CC1 (centres undefined)	-11%	17%[59 µM]

Reprinted from the part before: 7 entries, followed by the next part.
Structure	BAZ2B block	G9a block
CCOC(=O)c1cc(C(=O)Nc2ccc(S(=O)(=O)Nc3ccc(OC)cc3)cc2)nn1C	-23%	3%
COc1cccc(N2CCN(c3ncnc4c3[nH]c3ccccc34)CC2C)c1 (centres undefined)	?	?
CCn1cc(C(=O)NCc2ccc3c(c2)OCO3)c(=O)c2ccc(C)nc21	-8%	18%[59 µM]
CCN(CC)CCNc1ncnc2c1[nH]c1ccc(OC)cc12	-22%	?
COc1cccc(-c2nnc3sc(-c4ccc(C)cc4)nn23)c1	-6%	9%
CCn1c(SCC(=O)N/N=C/C=C/c2ccccc2[N+](=O)[O-])nnc1-c1ccc(Cl)cc1	-10%	-8%[59 µM]
CC(=O)NC(Cc1ccccc1C)C(=O)NC1CCN(c2ncccc2[N+](=O)[O-])CC1 (centres undefined)	-11%	17%[59 µM]
COc1ccccc1CNC(=O)c1cccc(-c2ccc(C)c3ccccc23)n1	-23%	11%
COc1cc(/C=C(/C#N)c2nc(-c3cc4ccccc4oc3=O)cs2)cc([N+](=O)[O-])c1O	?	3.2µM*
O=c1c2ccc([N+](=O)[O-])c3cccc(c32)c2nc3ccccc3n12	-28%	5%
Cn1c(=O)c2c(nc(SCC(=O)N3CCc4ccccc43)n2Cc2ccccc2)n(C)c1=O	5%	-10%[59 µM]
O=c1c2ccccc2c(C=Nc2ccc(S(=O)(=O)Nc3ncccn3)cc2)c(O)n1-c1cccc(Cl)c1	0%	?
Fc1cccc(CNc2ncnc3ccc(-c4cccnc4)cc23)c1	8%	-5%[12.7 µM]
CCCC[C@]12Cc3cc(OC)c(OC)cc3C(O1)C1=C(CC3(CCCCC3)OC1=O)O2	-35%[22.9 µM]	?
COc1ccc(S(=O)(=O)NC(N)=NCCc2ccc(OC)c(OC)c2)cc1	-3%	8%

The listing continues:
Structure	BAZ2B block	G9a block
O=C1Nc2ccccc2C12OCCS2 (centres undefined)	-2%	7%[59 µM]
C#CCOCCOCCOCCNc1nc(N2CCN(C(=O)[C@H](CCC(=O)O)n3cc(C(N)CO)nn3)CC2)nc(N2CCN(C(=O)[C@H](Cc3ccc(O)cc3)n3cc(C(N)CC(C)C)nn3)CC2)n1 (some centres undefined)	32µM*	?
COC(=O)c1[nH]c2ccccc2c1NC(=O)CCN1CCN(C2CCCCC2)CC1	-7%	21%
O=C(NNc1nc(N2CCOCC2)nc(N2CCOCC2)n1)Nc1ccc(Cl)cc1	-11%	3%
C[C@@H](C(=O)Nc1ccc2ccccc2c1)[C@H]1C[C@]1(C)[C@H](NP(=O)(c1ccccc1)c1ccccc1)c1ccccc1	-8%	?
COc1ccc(-n2c(NC(=O)c3ccc(Br)o3)c(C#N)c3nc4ccccc4nc32)cc1	?	10%[59 µM]
Cc1cc(C=O)c2c(c1)C=CC1(Oc3ccccc3C(=O)N1C)O2 (centres undefined)	-1%	-6%[59 µM]
O=C(NS(=O)(=O)c1ccccc1Cl)c1ccc[nH]1	-9%	79µM*

(next part)
Structure	BAZ2B block	G9a block
O=C(CNc1cc(S(=O)(=O)N2CCCC2)ccc1OCC(F)(F)F)Nc1cc(Cl)cc(Cl)c1	-3%	-2%
Cc1ccc(NC(=O)N(Cc2ccco2)Cc2cc3cc(C)cc(C)c3nc2Cl)cc1	10%	18%[59 µM]
CCC(C)n1c(-c2ccco2)nc2nc3ccccc3nc21 (centres undefined)	3%[57.1 µM]	17%
Cc1ccc(S(=O)(=O)NCc2ccc(C(=O)NCc3cccnc3)cc2)cc1	-15%	-10%
CC1CCCN(C(=O)c2cc(N3C(=O)C4C5CCC(C5)C4C3=O)ccc2Cl)C1 (centres undefined)	?	?

These rows are one share of the data. The share of hits here may be higher or lower than overall.
